Screening results: PubChem, National Center for Advancing Translational Sciences (NCATS)
ELG1 repair inh = qHTS screen for small molecules that inhibit ELG1-dependent DNA repair in human embryonic kidney (HEK293T) cells expressing luciferase-tagged ELG1; HEK293T ELG1-luciferase reporter, luminescence, 16 h; DNA damage induced by 5-fluorouridine; Potency, µM (series often up to 46.1 µM), for the others: at the top dose activity change, negative = inhibition, hits mostly inhibitors; 2.3% of 330,000 active; AID 504467, 2011; note: potency is the fitted concentration of half-maximal effect; % is set by controls: 0 for no effect and ±100 for the full control effect; nearly all actives have a fitted effect of over 55% in size
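In this reporter screen, reduction of luminescence relative to DMSO vehicle indicated activity. Compounds and 5-fluorouridine were added together to 2,000 cells per well, incubated for 16 hr at 37 °C, then developed with ONE-Glo.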
KCNH2 3.1 inh = qHTS for Inhibitors of KCHN2 3.1: Mutant qHTS | Potassium voltage-gated channel subfamily H member 2, brain isoform KCNH2 3.1 (human) | U2OS KCNH2 3.1, thallium flux FluxOr; active compounds read low | activity change, % (tested at about 1.8 µM) | 0.95% of 340,000 active | AID 720553, 2013;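 active = maximum activity change below -70%; inconclusive = maximum activity change from -70% to -50%; inactive = maximum activity change above -50%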;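 note: thallium influx rate constant from kinetic fluorescence after stimulation buffer; % is set by controls: 0 for no effect and ±100 for the full control effect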
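Virally transduced U2OS (3.1 isoform, 4 h infection in dark at RT) → overnight 37 C → FluxOr + Red40 in HBSS/HEPES, 45 min → stimulation buffer, 2 min kinetic read → rate constant vs DMSO controls.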
Mito fusion act = qHTS Assay for Small Molecule Inhibitors of Mitochondrial Division or Activators of Mitochondrial Fusion; S. cerevisiae fusion-defective mutant growth rescue, CellTiterGlo 48 h; Potency, µM (doses to about 46.1 µM), for inactives: at the highest dose growth rescue (activation), usual class: activators; 0.23% of 320,000 active; AID 485298, 2010;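 note: potency is the fitted concentration of half-maximal effect; % of control where 0% means no effect; nearly all actives have a fitted effect of over 45% in size; temperature-sensitive fusion mutants such as fzo1-1 at 37 °C on non-fermentable ethanol glycerol medium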
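Luminescent cell viability in 1536-well qHTS format served as the measure of rescued growth in ts fusion-mutant S. cerevisiae cultured on non-fermentable YPEG for 48 hours at 37C.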
A-T KAP1 phos = qHTS Assay for Identifying a Potential Treatment of Ataxia-Telangiectasia. […] A-T fibroblasts, KAP-1 phosphorylation AlphaLISA; neocarzinostatin DNA damage 30 min before lysis. 0.19% of 320,000 active. Potency, µM (top dose mostly 57.5 µM), for inactives: at the top dose activation, actives largely listed as activators. AID 485349, 2010; note: potency is the fitted concentration of half-maximal effect; % of control where 0% means no effect; nearly all actives have a fitted effect of over 45% in size
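hTERT-immortalized A-T patient fibroblasts ([…]), 500 cells/well in OPTI-MEM, 1% FBS, got compounds for 60 min, then NCS for 30 min at 37C. Lysates were then assayed for phospho-KAP-1 by AlphaLISA (anti-pKAP1 donor, anti-KAP1 acceptor beads), 6 hr at 25C.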
TCR activator = Activators of T cell receptors: qHTS campaign. primary human leukocytes, anti-CD3, IL-2 HTRF, 48 h. Potency, µM (highest dose often 9.22 µM), without a hit: at the top dose activation of IL-2 secretion, hits mostly activators. 330,000 tested, under 10 active; note: % of control where 0% means no effect
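Human primary leukocytes + a-CD3 beads + cpd, 48 hr; IL-2 in supernatant by HTRF (ex 320nm / em 665nm). No co-stimulatory signal supplied.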
TSHR antagonist = Antagonists of the Thyroid Stimulating Hormone Receptor: HTS campaign; Thyrotropin receptor (Homo sapiens), P16473; TSHR-expressing cells, TSH-stimulated cAMP HTRF, 2 h; active compounds read low; activity change, negative = inhibition, % at 11.5 µM; 0.2% of 330,000 active;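 active = activity change below a set negative limit, meaning inhibition stronger than a set level, cut at about -70% in these data; inconclusive = activity change between two set negative limits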; note: % is set by controls: 0 for no effect and ±100 for the full control effect
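Antagonism was scored as loss of TSH-driven cAMP in TSHR cells, stimulated with 4nM TSH (EC80) for 2 hours at 37 deg C and detected by homogeneous HTRF competition immunoassay.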
USP2a inh = qHTS Assay for Inhibitors of Ubiquitin-specific Protease USP2a Using CHOP2 as the Reporter; Ubiquitin carboxyl-terminal hydrolase 2 (Homo sapiens), O75604; USP2 core, Ub-CHOP2 coupled fluorogenic reporter, 485/531; Potency, µM (titrated, usually from 38.3 µM), for the others: at the highest dose activity change, negative = inhibition, usual class: inhibitors; 0.01% of 330,000 active;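 note: potency is the fitted concentration of half-maximal effect; plate controls were DMSO wells for no effect and full inhibition by NEM control for full effect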
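USP2 core (10nM final) preincubated 30min RT with compound in 20mM Tris-HCl pH 8.0, 2mM CaCl2, 2mM beta-mercaptoethanol, 0.05% CHAPS; 25nM Ub-CHOP2 plus 25nM reporter substrate added, fluorescence (Ex485/Em531) read after 60min.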
TRPV1 agonist = HTS Assay for Compounds that Act as Agonists of the Vanilloid Receptor 1. Transient receptor potential cation channel subfamily V member 1 (Homo sapiens), Q8NER1. TRPV1-expressing cells, Fluo-8 calcium influx, agonist mode. activation, % at 8.33 µM. 0.19% of 320,000 active. AID 540275, 2011; in the data active = activation above about 80%; inconclusive = between about 30% and that limit; note: 0% is about no effect
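TRPV1-expressing cells were cultured overnight at 35.5C and loaded with Fluo-8 calcium dye for 40 to 90 min at room temperature. After a 10 s baseline, compound was added and calcium influx was read kinetically for 3 min (ex 480/em 520 nm).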
Eya2 inh = qHTS Assay for Inhibitors of the Phosphatase Activity of Eya2; Protein phosphatase EYA2 (Homo sapiens), O00167; recombinant Eya2, OMFP fluorescence dephosphorylation (OMFP is methylfluorescein phosphate); Potency, µM (highest dose often 76.9 µM), without a hit: top-dose activity, negative = inhibition, actives largely listed as inhibitors; 0.006% of 330,000 active; AID 488837, 2010; note: potency is the fitted concentration of half-maximal effect; % is set by controls: 0 for no effect and ±100 for the full control effect
Target sequence (O00167 whole entry, looked up): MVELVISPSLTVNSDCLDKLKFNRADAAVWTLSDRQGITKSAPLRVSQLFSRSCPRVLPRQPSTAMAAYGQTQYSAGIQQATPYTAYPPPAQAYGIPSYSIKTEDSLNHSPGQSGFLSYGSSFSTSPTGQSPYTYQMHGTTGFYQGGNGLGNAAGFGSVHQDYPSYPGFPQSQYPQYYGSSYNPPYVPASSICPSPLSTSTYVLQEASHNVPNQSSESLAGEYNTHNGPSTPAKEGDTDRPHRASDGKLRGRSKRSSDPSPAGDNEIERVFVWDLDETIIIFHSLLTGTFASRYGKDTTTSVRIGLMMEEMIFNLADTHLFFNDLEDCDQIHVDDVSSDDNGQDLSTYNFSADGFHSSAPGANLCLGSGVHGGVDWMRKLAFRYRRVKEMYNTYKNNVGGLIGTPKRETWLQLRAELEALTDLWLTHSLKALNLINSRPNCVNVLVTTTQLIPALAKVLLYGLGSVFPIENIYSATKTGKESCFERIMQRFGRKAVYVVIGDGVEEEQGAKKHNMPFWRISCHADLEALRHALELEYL
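Eya2 protein (added as 0.2 uM solution) was preincubated with compound for 10 min at ambient temperature in 50 mM HEPES pH 7.5, 50 mM NaCl, 5 uM MgCl2, 0.05% BSA, 1 mM DTT. OMFP (added at 50 uM) then reacted 10 min; fluorescence read at 485/525 nm.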
KCNH2 WT inh = qHTS for Inhibitors of KCHN2 3.1: Wildtype qHTS; activity change, % at 1.84 µM; U2OS, BacMam KCNH2, thallium flux FluxOr; active compounds read low; 0.37% of 340,000 active;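 active = maximum activity change below -70%; inconclusive = maximum activity change between -70% and -50%; inactive = maximum activity change above -50%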; note: % is set by controls: 0 for no effect and ±100 for the full control effect
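U2OS cells transduced with wild-type KCNH2 virus are loaded with FluxOr dye for 45 min, and thallium flux is measured in kinetic reads before and after stimulation buffer. Rate constants are normalized to DMSO controls.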
The depositor's hits bear a star; ? = inconclusive; nt = no result given; [ ] = dose if it differs, or a comment. Unless noted, calls come from the whole dose curve; as a rule, active = well fitted curve in the direction sought with a large enough effect; inconclusive = small, poorly fitted or top-dose-only effect, or another doubt; inactive = no such curve, though single readings can be large; an effect the other way counts as inactive or inconclusive. This is a subset (hit frequency here may not be typical).

#1 O=C(COC(=O)C1CC2CCCC(C1)C2=O)Nc1nc(-c2ccc(F)c(F)c2)cs1 (configuration not stated)
#2 c1ccc(Nc2nnc(SCc3cccc4ccccc34)s2)cc1
#3 CCN(CC)CCNC(=O)c1c(O)c2cccc3c2n(c1=O)CCC3
#4 Cc1nn(C)c(C)c1C(C)NC(=O)c1ccc(OC2CCN(Cc3ccccn3)CC2)cc1 (configuration not stated)
#5 c1ccc(-n2cccc2)c(N2CCCCC2)c1
#6 COc1ccc(N(CC(=O)N2CCN(c3cccc(C)c3C)CC2)S(=O)(=O)c2c(C)noc2C)cc1
#7 Cc1cccc(OCc2nnc(SCc3cc(=O)[nH]c4ccccc34)n2-c2ccccc2)c1
#8 Cn1nc2c3cc(F)ccc3n(Cc3ccc(F)cc3)cc-2c1=O
#9 OC1(C#CCN2CCCC2)c2ccccc2-c2ccccc21
#10 CCN(C(=O)COC(=O)c1cc(-c2ccccc2)nc2c1c(C)nn2-c1ccc(C)cc1)C1CCS(=O)(=O)C1 (configuration not stated)

compound no.	1	2	3	4	5	6	7	8	9	10
ELG1 repair inh	?	2%	22%	-16%	0%	-10%	?	-1%	9%	?
KCNH2 3.1 inh	-94*	0	-23	-3	-8	-18	-11	-10	11	-8
Mito fusion act	-2%	0%	-17%	?	11%	9%	2%	8%	5%	-6%
A-T KAP1 phos	-2%	nt	-7%	17%	0%	-3%	-1%	3%	-2%	1%
TCR activator	-1%	8%	-2%	9%	-5%	1%	-8%[46.1 µM]	0%	-5%	9%[46.1 µM]
TSHR antagonist	-3	-9	3	31	16	-19	-8	-9	7	18
USP2a inh	-2%	3%	0%	-1%	1%	0%	-1%	3%	3%	3%
TRPV1 agonist	-2	15	1	6	-4	-1	-2	1	nt	-2
Eya2 inh	-25%	-30%	16%	-9%	-2%	-18%	-9%	9%	7%	0%
KCNH2 WT inh	1	3	5	-14	6	1	7	-10	-4	-15

#11 CCOc1ncccc1C(=O)OCC(=O)Nc1cc(C(C)(C)C)ccc1OC
#12 CC(=O)Nc1ccc(S(=O)(=O)N2CCN(S(=O)(=O)c3ccccc3)CC2)cc1
#13 O=C(CN1C(=O)NC(c2ccccc2)(c2ccccc2)C1=O)Nc1cccnc1Cl
#14 Cn1ccnc1CN1CCCCC1C(=O)Nc1ccc(Oc2cccnc2)cc1 (configuration not stated)
#15 COCCNC(=O)C(c1cccc(OC)c1)N(C(=O)Cn1nnc2ccccc21)c1cccnc1 (configuration not stated)
#16 COC(=O)c1ccccc1NC(=O)CCC(=O)N1CC(C)Oc2ccc(C)cc21 (configuration not stated)
#17 Brc1ccc(CNCCCSc2ncccn2)cc1
#18 CC(/C=N/NC(=O)c1cccs1)=C\c1ccco1
#19 CC(C)Cc1nc2oc3c(NCC4CCCO4)ncnc3c2c2c1CCC2 (configuration not stated)
#20 COCCn1c(=O)[nH]c2cc(C(=O)Nc3cc(C)cc(C)c3)ccc2c1=O

compound no.	11	12	13	14	15	16	17	18	19	20
ELG1 repair inh	?	3%	4%	3%	10%	?	-5%	?	12µM*	-9%
KCNH2 3.1 inh	7	14	3	15	-6	4	17	1	-1	-16
Mito fusion act	nt	1%	1%	-2%	-3%	1%	-3%	-4%	-3%	-2%
A-T KAP1 phos	7%	1%	4%	-2%	-3%	30%	0%	-2%	3%	-3%
TCR activator	-3%	3%	3%	0%	9%	-7%	9%	0%	1%	12%
TSHR antagonist	-10	-10	-4	20	-7	-13	-9	13	-13	-9
USP2a inh	-12%	0%	2%	0%	1%	-4%	0%	0%	-2%	-1%
TRPV1 agonist	nt	2	5	-4	0	5	1	7	8	17
Eya2 inh	-2%	9%	-5%	-15%	4%	-19%	-15%	-5%	12%	6%
KCNH2 WT inh	-3	6	6	-5	-4	-2	2	2	-7	-1

#21 COc1ccccc1OCc1ccc(C(=O)n2nc(C)c(Cl)c2C)o1
#22 Nc1cc(C(=O)N2CCN(c3ccc([N+](=O)[O-])cc3)CC2)ccc1N1CC2CC(C1)c1cccc(=O)n1C2 (configuration not stated)
#23 COCCCNC(=O)c1ccc(CS(=O)(=O)c2ccc(OC)cc2)o1
#24 CN1CCN(S(=O)(=O)c2ccc(CNC(=O)c3ccccc3)s2)CC1
#25 COc1ccccc1C1(CC(=O)N2CCCCC2)CCOC(C(C)C)C1 (configuration not stated)
#26 CC(C)C(C(=O)Nc1ccncc1)c1ccc(Cl)cc1 (configuration not stated)
#27 O=c1c2ccccc2oc2nc(-c3ccco3)n(CCc3ccccc3)c(=O)c12
#28 CCN1C(=O)[C@@H]2[C@@H](c3ccc(-c4ccccc4)cc3)N3CCC[C@@]3(C(=O)OC)[C@@H]2C1=O
#29 COC(=O)c1cc(-c2c(-c3cc(OC)c(OC)c(OC)c3)noc2C)cc([N+](=O)[O-])c1
#30 CC1CCN(S(=O)(=O)c2ccc(NC(=O)CCN3C(=O)c4ccccc4C3=O)cc2)CC1

compound no.	21	22	23	24	25	26	27	28	29	30
ELG1 repair inh	-2%	0%	5%	2%	-7%	?	15%	4%	?	-5%
KCNH2 3.1 inh	-17	-12	-9	-1	5	1	nt	4	-28	21
Mito fusion act	4%	2%	-2%	0%	1%[9.22 µM]	7%	2%	nt	-4%	1%
A-T KAP1 phos	14%	-15%	2%	-4%	nt	14%	2%	-4%	-1%	nt
TCR activator	2%	11%	12%	-6%	1%	-4%	nt	0%	-3%	-2%
TSHR antagonist	-9	-4	9	0	-17	-4	-9	7	1	14
USP2a inh	0%	0%	1%	-8%	0%	-4%	0%	2%	-1%	-9%
TRPV1 agonist	2	-2	-1	0	?	4	3	nt	0	-3
Eya2 inh	-2%	-4%	12%	9%	0%	-12%	12%	-11%	-7%	-10%
KCNH2 WT inh	5	2	-9	-8	1	-6	nt	2	-23	-7

#31 C=C(C)CSc1nnc(-c2cccc(S(=O)(=O)N(C)C)c2)n1-c1cc(OC)ccc1OC
#32 CCOC(=O)c1c(C)c(C(=O)N2CCN(c3ccc(F)cc3)CC2)c(C)n1C
#33 CCOC(=O)C1=C(C)NC(C)=C(C(=O)OCC)C1C(=O)OCC(=O)NCc1ccccc1
#34 Cc1c(O)ccc2c(CN(C)Cc3ccccc3)cc(=O)oc12
#35 COC(=O)CSC1=C(C#N)C(c2ccc(C)cc2)C2=C(CCCC2=O)N1 (configuration not stated)
#36 c1ccc(CSc2nnnn2-c2ccc3c(c2)OCCO3)nc1
#37 COc1ccc(OC)c(C2=NOC(C(=O)Nc3ccccc3SC)C2)c1 (configuration not stated)
#38 Cc1ccccc1/C=C/c1cccc[n+]1C
#39 CCOc1ccc(S(=O)(=O)N2CCOCC2)c2ccccc12

compound no.	31	32	33	34	35	36	37	38	39
ELG1 repair inh	-13%	-13%	?	13µM*	11%	17%	-8%	-7%	-4%
KCNH2 3.1 inh	-50	2	6	16	10	-4	-2	5	8
Mito fusion act	0%	5%	nt	16%	3%	3%	7%	3%	7%
A-T KAP1 phos	-2%	-2%	11%	-9%	4%	4%	3%	-1%	3%
TCR activator	-18%	-1%	10%	-3%	-2%	-1%	7%	nt	-1%
TSHR antagonist	-12	10	-19	-3	-2	-1	-8	-15	17
USP2a inh	0%	0%	0%	1%	-2%	0%	1%	0%	0%
TRPV1 agonist	22	9	nt	?	2	0	9	-2	7
Eya2 inh	-34%	-19%	0%	1%	7%	7%	7%	-2%	6%
KCNH2 WT inh	-6	1	0	-3	-11	6	1	-14	11

Fetched by compound from the entries so far (three):
#37 COc1ccc(OC)c(C2=NOC(C(=O)Nc3ccccc3SC)C2)c1 (configuration not stated)
#34 Cc1c(O)ccc2c(CN(C)Cc3ccccc3)cc(=O)oc12
#39 CCOc1ccc(S(=O)(=O)N2CCOCC2)c2ccccc12

compound no.	37	34	39
ELG1 repair inh	-8%	13µM*	-4%
KCNH2 3.1 inh	-2	16	8
Mito fusion act	7%	16%	7%
A-T KAP1 phos	3%	-9%	3%
TCR activator	7%	-3%	-1%
TSHR antagonist	-8	-3	17
USP2a inh	1%	1%	0%
TRPV1 agonist	9	?	7
Eya2 inh	7%	1%	6%
KCNH2 WT inh	1	-3	11
